Screens: PubChem, National Center for Advancing Translational Sciences (NCATS)
TDP1 cell noCPT: qHTS for Inhibitors of human tyrosyl-DNA phosphodiesterase 1 (TDP1): qHTS in cells in absence of CPT; DT40 Tdp1-/- hTDP1 cells, no CPT, ATP luminescence, 48 h; Potency, µM (series often up to 46.2 µM), for the others: top-dose activity change, negative = growth inhibition, most hits filed as inhibitors; hit rate 15% among 420,000; further: nearly all actives have a fitted effect of over 55% in size
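No-CPT arm: Tdp1-/-;hTDP1 DT40 cells (400/well) plus compounds, incubated ≥48 hr at 37 °C. Readout CellTiter-Glo luminescence.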
TDP1 cell CPT: growth inhibition of DT40 Tdp1-/-;hTDP1 cells with camptothecin (screen for TDP1 inhibitors). chicken DT40 Tdp1-/-;hTDP1 cells + 20 nM CPT, ATP luminescence, 48 h. Potency, µM (highest dose often 46.2 µM), inactives show at the top dose activity change, negative = growth inhibition, usual class: inhibitors. hit rate 12% among 420,000. AID 686979; further: nearly all actives have a fitted effect of over 55% in size
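Chicken DT40 Tdp1-/- cells stably complemented with human TDP1 were seeded at 400 cells/well in medium containing 20 nM camptothecin, exposed to pin-transferred compounds, and grown at 37 °C for at least 48 hr. Viability was read as ATP luminescence.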
GCN5L2 inh: blocks human GCN5L2 histone acetyltransferase | Q92830 | GCN5L2 HAT assay, ThioGlo1 CoA-SH fluorescence | Potency, µM (doses to about 58.9 µM), inactives show top-dose activity change, negative = inhibition, most hits filed as inhibitors | hit rate 0.21% among 390,000
Target sequence (Q92830 whole entry, looked up): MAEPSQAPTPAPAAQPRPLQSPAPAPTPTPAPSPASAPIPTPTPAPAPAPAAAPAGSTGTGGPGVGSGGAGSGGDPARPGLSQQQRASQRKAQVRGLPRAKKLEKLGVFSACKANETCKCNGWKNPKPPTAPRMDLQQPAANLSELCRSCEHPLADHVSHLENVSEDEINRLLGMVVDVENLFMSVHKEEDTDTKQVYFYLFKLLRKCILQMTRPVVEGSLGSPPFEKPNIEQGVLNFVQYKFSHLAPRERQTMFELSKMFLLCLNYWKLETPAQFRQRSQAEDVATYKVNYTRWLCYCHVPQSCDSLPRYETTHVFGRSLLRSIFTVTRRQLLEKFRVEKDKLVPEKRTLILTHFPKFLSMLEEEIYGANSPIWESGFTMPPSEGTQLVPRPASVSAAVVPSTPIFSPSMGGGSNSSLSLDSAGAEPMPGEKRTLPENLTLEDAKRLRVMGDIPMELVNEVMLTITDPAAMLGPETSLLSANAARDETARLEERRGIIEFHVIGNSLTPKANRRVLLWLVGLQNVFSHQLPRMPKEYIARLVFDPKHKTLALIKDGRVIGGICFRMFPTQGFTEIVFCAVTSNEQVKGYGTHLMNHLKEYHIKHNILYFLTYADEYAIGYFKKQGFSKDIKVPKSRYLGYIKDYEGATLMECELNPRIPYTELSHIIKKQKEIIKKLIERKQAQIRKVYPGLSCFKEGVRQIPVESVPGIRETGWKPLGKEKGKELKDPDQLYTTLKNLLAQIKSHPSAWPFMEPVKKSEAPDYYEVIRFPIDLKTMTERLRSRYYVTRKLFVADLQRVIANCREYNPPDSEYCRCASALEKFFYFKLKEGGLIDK
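qHTS, 1536-well. 20nM enzyme, pH 7.5 HEPES/EDTA/Tween-20 buffer; 15 min compound preinc., RT. Start: 75uM H3(1-25), 70uM AcCoA, 50uM ThioGlo1. Read Ex340/Em540 at t=0 (autofluorescence flag) and t=20 min.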
Numbers without * were called inactive; ? = inconclusive; . = not tested or not shown; & = joins results of further samples; [ ] = another dose, or the depositor's remark. The call rests on the fitted dose curve; in most records, active means well fitted curve in the direction sought with a large enough effect; inconclusive means small, poorly fitted or top-dose-only effect, or another doubt; inactive means no such curve, though single readings can be large; an effect the other way counts as inactive or inconclusive. On the % scale 0 is the no-effect control and ±100 the full control effect; potency means the concentration at half of the fitted maximal effect.

1) COc1cccc(N2CCN(c3nc(C)c(C)c(=O)[nH]3)CC2)c1
2) CC(C(=O)O)N1C(=O)/C(=C/c2cccn2C)SC1=S (centres undefined)
3) CN1CCN(Cc2nc3c([nH]2)c(=O)[nH]c(=O)n3C)CC1
4) O=C(O)CC1S/C(=N\N=C/c2ccccc2O)N(c2ccc(O)cc2)C1=O (centres undefined)
5) COC(=O)C(C#N)c1nc2ccccc2nc1N1CCCC1 (centres undefined)
6) CC(=O)c1c(C)[nH]c(C(=O)CSc2nnc(-c3ccco3)n2Cc2ccccc2)c1C
7) CCOC(=O)C1(CC2CCCCO2)CCN(Cc2ccccc2-c2ccco2)CC1 (centres undefined)
8) COc1ccc(NC(=S)N2CCN(Cc3ccco3)CC2)c(OC)c1
screen / no.	1	2	3	4	5	6	7	8
TDP1 cell noCPT	-11%	5%	0%	0%	?	16µM*	21µM*	13µM*
TDP1 cell CPT	1%	0%	-5%	1%	?	23µM*	?	?
GCN5L2 inh	-3%	3%	-4%	-8%	-1%	-2%	-3%	?

9) COCCN(CCOC)Cc1cc(=O)oc2cc(OC)ccc12
10) O=C(C=Cc1cccs1)c1cccs1
11) Cc1cccc(C(C)C)c1NC(=O)C1CN(S(=O)(=O)c2ccccc2)CCN1S(=O)(=O)c1ccccc1 (centres undefined)
12) O=c1[nH]c(C2CCN(S(=O)(=O)c3ccccc3)CC2)nc2c1nnn2Cc1cccc(Cl)c1
13) Cn1c(=O)c2c(nc(N3CCc4ccccc4C3)n2C)n(C)c1=O
14) O=C(OCCCN1C(=O)c2ccccc2C1=O)c1ccco1
15) CCc1ccccc1NC(=O)CN1CCN(C(=O)c2cc(C3CC3)nn2-c2ccccc2)CC1
16) CC1(C)Cc2c(sc(NC(=O)COc3cccc4ccccc34)c2C#N)C(C)(C)N1
screen / no.	9	10	11	12	13	14	15	16
TDP1 cell noCPT	?	26µM*	18µM*	-16%	?	?	23µM*	13µM*
TDP1 cell CPT	16%	?	26µM*	2%	?	?	?	10µM*
GCN5L2 inh	.	.	-6%	-11%	-2%	-13%	.	3%

17) CC(C)(C)OC(=O)N1CCCC(C(=O)Nc2ccc(C(=O)NCc3ccccc3)cc2)C1 (centres undefined)
18) O=C(Nc1ccc(S(=O)(=O)N2CCCC2)cc1)C1CCN(S(=O)(=O)c2ccc(F)cc2)CC1
19) CCN(CC)CCCNC(=O)c1ccc2nc(CCc3ccccc3)oc2c1
20) O=C(O)c1cccc(NC(=S)NC(=O)c2cncc(Br)c2)c1
21) COCCNc1nc(-c2ccc(N(C)C)cc2)nc2ccccc12
22) COc1cc(/C=C(\C#N)C(=O)N2CCOCC2)ccc1OCc1ccccc1
23) O=C(NCCN1CCOCC1)C1(C(F)(F)F)C/C(=C\Cc2ccccc2)CCCO1 (centres undefined)
24) CCOC(=O)c1c(C)n(C)c2ccc(OC)c([N+](=O)[O-])c12
screen / no.	17	18	19	20	21	22	23	24
TDP1 cell noCPT	?	18µM*	?	5%	21µM*	-20%	-9%	4%
TDP1 cell CPT	?	?	?	6%	?	1%	-13%	1%
GCN5L2 inh	.	-26%	2%	.	-13%	-8%	.	6%

25) COc1ccc(C)cc1NC(=O)Nc1ccncc1
26) Cc1ccc(CCNC(=O)CCCn2nc(C)c3c(C)n(-c4ccc(C)cc4)nc3c2=O)cc1
27) O=C(C1Cc2ccccc2CN1C(=O)c1ccco1)N1CCN(c2ccccc2)CC1 (centres undefined)
28) CCOC(=O)c1sc(NC(=O)CC)nc1C
29) CC(=O)Nc1ccc(NC(=O)CC23CC4CC(CC(C4)C2)C3)cc1
30) O=C(COC(=O)c1cccc([N+](=O)[O-])c1)NC1CCCC1
31) CCCOc1ccc(/C=N/NC(=O)C2CCCN2S(=O)(=O)c2ccc(Cl)cc2)cc1 (centres undefined)
32) COc1ccc(S(=O)(=O)N2CCN(C(=O)NC3CCCCC3)CC2)cc1
screen / no.	25	26	27	28	29	30	31	32
TDP1 cell noCPT	4%	?	-6%	-8%	-28%	9%	?	-16%
TDP1 cell CPT	-19%	15µM*	?	-2%	-4%	-3%	16µM*	3%
GCN5L2 inh	-13%	3%&-27%	1%	-4%	-1%	1%	-14%	-8%

33) COc1ccccc1/C=N/NC(=O)COCC(=O)N/N=C/c1ccccc1OC
34) O=C1c2cccc([N+](=O)[O-])c2C(=O)N1c1cccnc1
35) CCOC(=O)c1ccc(NC(=O)CSc2nc3ccccc3c(=O)n2CCNC(C)=O)cc1
36) O=C(NCCN1C(=O)S/C(=C\c2cccc(Cl)c2Cl)C1=O)C1=COCCO1
37) O=C(CSc1ncc2c(n1)-c1ccccc1N(Cc1ccc(F)cc1)S2(=O)=O)NCCc1ccccc1
38) COc1ccc(N2CCN(CC(O)COC(C)(C)C)CC2)cc1 (centres undefined)
39) O=S(=O)(c1ccc(F)cc1)N1CCCN(Cc2c(F)cccc2F)CC1
40) CCOC(=O)c1c(C)[nH]c(C)c1S(=O)(=O)N1c2ccccc2CC1C (centres undefined)
screen / no.	33	34	35	36	37	38	39	40
TDP1 cell noCPT	-10%	0%	-18%	2.6µM*	?	-1%	-6%	?
TDP1 cell CPT	-2%	19%	-4%	1.5µM*	?	1%	12%	?
GCN5L2 inh	-14%	-4%	1%	-26%	-23%	1%	-2%	-1%

41) Cc1ccccc1NC(=O)Cc1nc(COC(=O)c2ccc(C(F)(F)F)cc2)cs1
42) CCCCNc1c(-c2ccc(OC)c(SC(C)CC)c2)nc2cnccn12 (centres undefined)
43) CCC(=O)c1c[nH]c(C(=O)NCc2cccs2)c1
44) COc1ccc(C(C)=O)cc1CSc1nnc(Nc2ccccc2C)s1
45) O=C(CCS(=O)(=O)c1ccccc1)Nc1nc2ccc(F)cc2s1
46) CCCn1c(C)cc(C(=O)COc2ccc(C)nc2[N+](=O)[O-])c1C
47) CCCC(CCC)C(=O)NCCN1CCOCC1
48) COc1ccc(C2C3=C(COC3=O)Oc3cc4c(cc32)OCO4)cc1OC (centres undefined)
screen / no.	41	42	43	44	45	46	47	48
TDP1 cell noCPT	-18%	26µM*	5%	?	13µM*	?	4%	1.5µM*
TDP1 cell CPT	-13%	?	19%	?	12µM*	?	-8%	1.8µM*
GCN5L2 inh	2%	.	-14%	-2%	1%	1%	-20%	.

49) Cc1cncc(NCc2ccc3c(c2)OCO3)n1
50) FC(F)(F)c1nnc2ccc(-n3ccnc3)nn12
51) O=C(NCc1ccccc1Cl)C1CCN(S(=O)(=O)N2CCCCCC2)CC1
52) O=C(NCCCN=C1NS(=O)(=O)c2ccccc21)c1ccc(F)cc1
53) CC(C)c1nnc(SCC(=O)NCCC2=CCCCC2)n1N
54) COc1cc(F)ccc1-c1cc(C(=O)Nc2ccc(NC(C)=O)cc2)[nH]n1
55) Cc1ccc(C)c(CN2C(=O)c3ccccc3S(=O)(=O)c3ccc(C(=O)NCc4ccccc4)cc32)c1
56) COc1cc(C(=O)Nc2ccc(OCC(=O)N3CCOCC3)cc2C)cc(OC)c1OC
screen / no.	49	50	51	52	53	54	55	56
TDP1 cell noCPT	?	-2%	18µM*	-3%	-16%	?	-17%	1%
TDP1 cell CPT	-25%	0%	?	-6%	-2%	-25%	20%	-2%
GCN5L2 inh	.	-5%	-5%	-1%	4%	.	-7%	-5%

57) COc1cc(C#N)ccc1OCC(=O)c1ccc2c(c1)OCCO2
58) O=C(Nc1ncc(Cc2ccccc2)s1)C1CCN(C(=O)c2ccco2)CC1
59) CCCN(C(=O)CCNC(=O)Cn1cnc2ccccc2c1=O)c1cccc(C)c1
60) CC1(C)Cc2c(cnn2-c2ccc(F)cc2)C(NC(=O)c2ccoc2)C1 (centres undefined)
61) CC(NC(=O)c1ccc(N(C)C)cc1)C(c1cccs1)N1CCN(C)CC1 (centres undefined)
62) O=C(NC(CC1CCCCC1)C(=O)O)c1ccccc1 (centres undefined)
63) Fc1ccc(CCN2CCN=C2Nc2ccccc2)cc1
64) N#CCCn1c(=O)c(-c2ccc(Cl)cc2)nc2cnc(OCc3ccccc3)nc21
screen / no.	57	58	59	60	61	62	63	64
TDP1 cell noCPT	-9%	?	?	0%	-8%	8%	-7%	-3%
TDP1 cell CPT	?	?	8%&-19%	-25%	-12%	-13%	-4%	-13%
GCN5L2 inh	-6%	.	-9%&0%	1%	1%	-6%	-5%	-12%

Next part (4 carried over from the part before).
61) CC(NC(=O)c1ccc(N(C)C)cc1)C(c1cccs1)N1CCN(C)CC1 (centres undefined)
62) O=C(NC(CC1CCCCC1)C(=O)O)c1ccccc1 (centres undefined)
63) Fc1ccc(CCN2CCN=C2Nc2ccccc2)cc1
64) N#CCCn1c(=O)c(-c2ccc(Cl)cc2)nc2cnc(OCc3ccccc3)nc21
65) COc1cc(N)c(Cl)cc1C(=O)OCCCN1CCCCC1
66) CN1CCN(C(=O)c2cn(-c3ccccc3)nc2-c2cccs2)CC1
67) CC(C)C[C@@H](CN1C(=O)C(=O)NC[C@@H]1CC(C)C)NC(=O)Cc1ccccc1
68) O=C(NC1CCN(Cc2ccccc2)C1)c1cnn(-c2ncc3c(n2)-c2ccccc2CC3)c1C1CC1 (centres undefined)
69) COc1ccc(S(=O)(=O)N2Cc3ccccc3CC2C(=O)Nc2ccc3c(c2)OCO3)cc1 (centres undefined)
70) C[N+]1(CCC(=O)c2ccccc2)CCCCC1
71) O=C(NCC1CCCO1)C(c1ccncc1)N(Cc1cccs1)C(=O)Cn1nnc(-c2ccc(F)cc2)n1 (centres undefined)
72) COc1cc(C(C(=O)Nc2c(C)cccc2C)N(C)C(=O)c2ccc(-n3cnnn3)cc2)ccc1O (centres undefined)
screen / no.	61	62	63	64	65	66	67	68	69	70	71	72
TDP1 cell noCPT	-8%	8%	-7%	-3%	-6%	-20%	-15%	-17%	?	2.6µM*	-10%	-8%
TDP1 cell CPT	-12%	-13%	-4%	-13%	?	3%	-9%	7%[9.04 µM]	-18%	3.3µM*	-10%	?
GCN5L2 inh	1%	-6%	-5%	-12%	-24%&-9%	-13%	4%	.	-2%	-12%	1%	-4%

73) CCOP(=O)(OCC)/C(=N/OC(=O)c1ccc(OC)cc1)C(N)=O
74) Cc1ccc(C(=O)NC2CCCC2)cc1S(=O)(=O)N1CCCCC1
75) CCOC1C(=O)NC(=O)N1Cc1ccccc1 (centres undefined)
76) Cc1ccc(C(=O)N2CCN(c3ccccc3)CC2)cc1NC(=O)c1ccco1
77) COc1ccc2c(CC(=O)Nc3nc(C)cs3)coc2c1
78) COc1ccc(CCNC(=O)COc2ccc3c(C)cc(=O)oc3c2)cc1
79) COc1ccc(NC(=O)COC(=O)c2ccc(OC)c(S(=O)(=O)N3CCCC3)c2)cc1OC
80) CCc1ccccc1NS(=O)(=O)c1cccc2nsnc12
screen / no.	73	74	75	76	77	78	79	80
TDP1 cell noCPT	?	11%	0%	-4%	?	-12%	?	10%
TDP1 cell CPT	-29%	-22%	24%	0%	-28%	-5%	?	0%
GCN5L2 inh	-18%	-5%	?	0%	-14%	3%	1%	0%

81) CCC(CC)C(=O)N(C)c1c(C)nc2c(OCc3ccc(Cl)cc3Cl)cccn12
82) Cc1ccc(S(=O)(=O)N(C)CC(=O)N2CCCCCC2)cc1
83) CC(C)c1c(O)nc(SCc2ccccc2)[nH]c1=O
84) CCOC(=O)c1ccccc1NC(=O)C(C)Oc1ccccc1 (centres undefined)
85) COc1ccc(-c2cc(C(F)(F)F)nc(-n3cc(Cl)cn3)n2)cc1
86) CCOc1ccccc1Nc1cc2n(c(=O)n1)CCc1cc(OC)c(OC)cc1-2
87) O=C1C=CC(=O)N1c1ccccn1
88) COc1ccc(OCCSc2nc3ccccc3c(=O)[nH]2)cc1
89) CCCN1CCN(CCCNC(=O)Cn2nc(-c3ccccc3)ccc2=O)CC1
screen / no.	81	82	83	84	85	86	87	88	89
TDP1 cell noCPT	3.7µM*	-27%	5%	-8%	?	15µM*	?	?	-10%
TDP1 cell CPT	4.6µM*	2%	-2%	-9%	15µM*	?	?	?	1%
GCN5L2 inh	.	-4%	-3%	-6%	-16%	-14%	.	-1%	-1%

An excerpt; the hit share may differ from the screen's.
